TRb-SRC2 inh – inhibitors of human thyroid hormone receptor beta-SRC2 interaction. hit rate 0.065% among 280,000. P10828. Potency, µM (titrated, usually from 106 µM), for the others: at the highest dose activity change, negative = inhibition, hits mostly inhibitors. TRbeta-SRC2 peptide binding, fluorescence polarization; receptor liganded with 1 µM T3;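 further: plate controls were bound peptide for no effect and peptide without receptor for full effect; nearly all actives have a fitted effect of over 50% in size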
Target sequence (P10828 whole entry, looked up): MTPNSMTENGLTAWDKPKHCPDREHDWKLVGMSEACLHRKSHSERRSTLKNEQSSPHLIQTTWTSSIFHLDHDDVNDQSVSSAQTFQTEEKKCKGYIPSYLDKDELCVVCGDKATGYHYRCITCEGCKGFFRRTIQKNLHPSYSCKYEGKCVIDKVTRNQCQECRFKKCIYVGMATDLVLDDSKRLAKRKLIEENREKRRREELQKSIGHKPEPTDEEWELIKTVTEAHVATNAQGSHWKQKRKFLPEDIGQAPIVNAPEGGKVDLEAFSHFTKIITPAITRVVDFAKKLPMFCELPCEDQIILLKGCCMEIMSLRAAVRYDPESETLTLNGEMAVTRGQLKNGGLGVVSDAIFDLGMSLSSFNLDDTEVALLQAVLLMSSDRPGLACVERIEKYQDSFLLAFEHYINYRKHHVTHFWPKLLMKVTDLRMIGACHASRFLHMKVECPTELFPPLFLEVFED
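Fluorescence polarization of 20 nM Texas Red SRC2 peptide (20-aa NR interaction domain) bound to 0.6 uM human TRb ligand-binding domain, with 1 uM T3, after 5 hr at ambient temperature; inhibition seen as decreased polarization.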
TexasRed fluor – alters Texas Red total fluorescence, flagging assay interference; TRb/SRC2 Texas Red total fluorescence interference; hit rate 0.29% among 280,000; Potency, µM (titrated, usually from 106 µM), without a hit: top-dose fluorescence change, negative = quenching; active means well fitted curve in either direction with a large enough effect; inconclusive means small, poorly fitted or top-dose-only effect; further: on the % scale 0 is the no-effect control and ±100 the full control effect
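Human TRβ ligand-binding domain (0.6 uM) and Texas Red SRC2 peptide (20 nM) in Tris buffer with 1 uM T3 and 5% DMSO were incubated with pinned compound for 5 hr at ambient temperature. Total fluorescence was computed as S + 2P (555/632 nm).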
Lamin A splicing – changes lamin A minigene splicing in HeLa cells; HeLa LMNA splicing GFP/RFP minigene ratio, 48 h; Potency, µM (top dose mostly 46.1 µM), for inactives: top-dose ratio change, negative = inhibition, actives largely listed as inhibitors; hit rate 0.01% among 200,000; active means well fitted inhibition curve with a large enough effect in the signal ratio, with a control signal flat, not every such curve was filed as active; inconclusive means small, poorly fitted or top-dose-only effect, or effect the other way, or a change in a side signal; the % refers to the signal ratio; further: on the % scale 0 is the no-effect control and ±100 the full control effect
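S3 HeLa stable clones carrying a lamin A-EGFP splicing minigene plus DsRed2 were seeded at 600 cells/well in Opti-MEM with 2% FBS, pin-dosed and incubated 48 h at 37°C. Acumen cytometry (488 nm) gave the GFP/RFP total-intensity ratio.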
RECQ1 inh – blocks DNA unwinding by human RECQ1; P46063; RECQ1 DNA unwinding, red fluorescence kinetic read; Potency, µM (highest dose often 57.3 µM), without a hit: top-dose activity, negative = inhibition, actives largely listed as inhibitors; hit rate 0.54% among 240,000;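 further: plate controls were vehicle for no effect and no enzyme for full effect; nearly all actives have a fitted effect of over 30% in size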
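50 nM RECQ1T1 preincubated 15 min with compound in Tris pH 8.0 buffer with MgCl2, DTT, Tween-20 and 2.5 ug/ml poly(dI-dC); started with 200 nM TAMRA/BHQ-2 forked duplex and 2 mM ATP. Unwinding read as fluorescence (525/598 nm), two reads 2 h apart.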
ALDH1A1 inh – ALDH1A1 (human) enzyme inhibition; Purified ALDH1A1, NADH fluorescence, propionaldehyde substrate; hit rate 7.3% among 220,000; Potency, µM (highest dose often 75.3 µM), without a hit: top-dose activity, negative = inhibition, actives largely listed as inhibitors; active means well fitted inhibition curve with a large enough effect, not every such curve was filed as active; inconclusive means small, poorly fitted or top-dose-only effect, or another doubt; inactive means no such curve, though single readings can be large or run the other way;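 further: plate controls were no enzyme wells and a reference inhibitor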
GoLoco inh red – blocks human Gai1 binding to RGS12 GoLoco peptide, red readout; P63096; hit rate 0.44% among 230,000; AID 880; Gai1:RGS12 GoLoco peptide FP, rhodamine, 10 min; Potency, µM (highest dose often 61.6 µM), inactives show at the highest dose activity, negative = inhibition, most hits filed as inhibitors; active means well fitted inhibition curve with a large enough effect, not every such curve was filed as active; inactive means no such curve, though single readings can be large or run the other way; further: on the % scale 0 is the no-effect control and ±100 the full control effect; nearly all actives have a fitted effect of over 30% in size; many of its hits are not listed in these tables
KDM4E inh – blocks human JMJD2E demethylase activity; B2RXH2; JMJD2E catalytic domain, FDH-coupled NADH fluorescence (FDH is formaldehyde dehydrogenase); Potency, µM (titrated, usually from 57.1 µM), inactives show top-dose activity change, negative = inhibition, usual class: inhibitors; hit rate 1.6% among 230,000; AID 2147; active means well fitted inhibition curve with a large enough effect, not every such curve was filed as active; inconclusive means small, poorly fitted or top-dose-only effect, or another doubt; inactive means no such curve, though single readings can be large or run the other way;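 further: 0% = wells with enzyme and -100% = buffer wells without enzyme; nearly all actives have a fitted effect of over 50% in size; many of its hits are not listed in these tables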
Target sequence (B2RXH2 1-337 limits assumed): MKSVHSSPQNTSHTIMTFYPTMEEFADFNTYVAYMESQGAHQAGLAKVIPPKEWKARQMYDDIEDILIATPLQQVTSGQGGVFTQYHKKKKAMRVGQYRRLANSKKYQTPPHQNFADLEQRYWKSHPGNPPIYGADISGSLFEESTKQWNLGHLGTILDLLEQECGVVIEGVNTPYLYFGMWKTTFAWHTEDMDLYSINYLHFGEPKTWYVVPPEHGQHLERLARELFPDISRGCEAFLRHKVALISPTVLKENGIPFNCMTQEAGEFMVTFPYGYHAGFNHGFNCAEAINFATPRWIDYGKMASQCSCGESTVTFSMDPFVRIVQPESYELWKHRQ
SMN2 splice enh – increases expression of the SMN2 splice variant | HEK293 SMN2-luciferase splicing reporter, luminescence, 30-36 h | Potency, µM (top dose mostly 46.1 µM), without a hit: at the top dose activity change, positive = activation, usual class: activators | hit rate 2.8% among 210,000 | AID 1458; further: % of control where 0% means no effect; nearly all actives have a fitted effect of over 55% in size
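HEK293 cells carry an SMN2 […]–luciferase reporter in which exon 7 inclusion puts luciferase in frame. Cells were plated 10-12 h before compound addition, then incubated 30-36 h at 37C. ONE-Glo luminescence was read; sodium butyrate at 4.5 mM final served as control.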
* hit, by the source's call; i = inactive; ? = inconclusive; · = not tested or not shown; [ ] = dose if it differs, or a comment. Unless noted, the call rests on the fitted dose curve; in most records, active means well fitted curve in the direction sought with a large enough effect; inconclusive means small, poorly fitted or top-dose-only effect, or another doubt; inactive means no such curve, though single readings can be large; an effect the other way counts as inactive or inconclusive. Potency means the concentration at half of the fitted maximal effect.

[1] C/C(=N\N1CCN(C2c3ccccc3-c3ccccc32)CC1)c1cccnc1
[2] COc1ccc(CNC(=O)Cc2csc(Nc3nc(=S)[nH]c4ccccc34)n2)cc1
[3] COc1ccc(CCn2c(N3CCN(C)CC3)nc3c2c(=O)[nH]c(=O)n3C)cc1
[4] CN(C)c1oc(-c2ccco2)nc1C#N
[5] Cc1ccc(S(=O)(=O)N2N=C3CCCCC3C2(O)C(F)(F)F)cc1 (configuration not stated)

| screen / no. | 1 | 2 | 3 | 4 | 5 |
| --- | --- | --- | --- | --- | --- |
| TexasRed fluor | -8% | -1% | -1% | -5% | -3% |
| ALDH1A1 inh | 0% | -1% | -4% | ? | ? |
| GoLoco inh red | 8% | 13% | -5% | 3% | -10% |
| SMN2 splice enh | -7% | -27% | -6% | -6% | 9% |
| Lamin A splicing | 9% | 8% | -3% | 8% | ? |
| RECQ1 inh | -4% | -4% | -15% | i | -1% |
| KDM4E inh | 116%[activator] | 1% | 0% | ? | 1% |
| TRb-SRC2 inh | 2% | 5% | -2% | 4% | 6% |

[6] COc1ccc(C(N)=O)cc1NC(=O)CC(O)(C(F)(F)F)C(F)(F)F
[7] CN(C)C(=S)SCC(=O)NCc1ccc(F)cc1
[8] CCNc1nc2ccccc2[nH]1
[9] COc1cc(C(=O)Oc2ccc3c(c2)OCC3=O)cc(OC)c1OC
[10] FC(F)(F)c1cccc(NC(=S)N2CCN(c3ccccc3)CC2)c1

| screen / no. | 6 | 7 | 8 | 9 | 10 |
| --- | --- | --- | --- | --- | --- |
| TexasRed fluor | 0% | -9% | -3% | 0% | -1% |
| ALDH1A1 inh | -9% | 5% | 5% | ? | 12% |
| GoLoco inh red | 12% | -5% | 0% | 46%[activator] | 7% |
| SMN2 splice enh | · | 4% | -19% | 5% | 4%[1.84 µM] |
| Lamin A splicing | 3% | 8%[46 µM] | -3% | -6% | -8% |
| RECQ1 inh | -1% | -4% | i | -3% | 4% |
| KDM4E inh | 3% | -4% | 4% | -1% | -2% |
| TRb-SRC2 inh | -4% | -4% | -6% | 5% | -1% |

[11] Cc1cc(C(=O)Nc2ccc(S(=O)(=O)Nc3onc(C)c3C)cc2)c(C)o1
[12] CCOc1ccc(CCN2C(=O)c3cccnc3C2=O)cc1OCC
[13] Cn1c(=O)c2c(nc(N/N=C/c3cccs3)n2Cc2ccc(Br)cc2)n(C)c1=O
[14] CC(C)NC(=O)CSc1nc2[nH]ncc2c(=O)[nH]1
[15] C[C@H]1C2=C3C(C[C@H]4C(=O)N(c5ccccc5)C(=O)[C@H]4[C@H]3[C@@]3(Cc4ccccc4)C(=NCCc4c[nH]c5ccccc45)OC(=O)N3C2=O)[C@H]2C(=O)N(c3ccccc3)C(=O)[C@H]21 (some centres not stated)

| screen / no. | 11 | 12 | 13 | 14 | 15 |
| --- | --- | --- | --- | --- | --- |
| TexasRed fluor | -2% | -2% | -2% | -1% | -8% |
| ALDH1A1 inh | -10% | 5% | -5% | -1% | 1% |
| GoLoco inh red | 3% | 0% | 14% | 8% | 4% |
| SMN2 splice enh | 14% | -2% | 16% | 18% | -2% |
| Lamin A splicing | 5% | · | -4% | · | · |
| RECQ1 inh | i | i | -20% | -3% | -14% |
| KDM4E inh | 3% | -8% | ? | -13% | -20% |
| TRb-SRC2 inh | -12% | 2% | -4% | -1% | 11% |

Nos. 8 to 12, reprinted for reference:
[8] CCNc1nc2ccccc2[nH]1
[9] COc1cc(C(=O)Oc2ccc3c(c2)OCC3=O)cc(OC)c1OC
[10] FC(F)(F)c1cccc(NC(=S)N2CCN(c3ccccc3)CC2)c1
[11] Cc1cc(C(=O)Nc2ccc(S(=O)(=O)Nc3onc(C)c3C)cc2)c(C)o1
[12] CCOc1ccc(CCN2C(=O)c3cccnc3C2=O)cc1OCC

| screen / no. | 8 | 9 | 10 | 11 | 12 |
| --- | --- | --- | --- | --- | --- |
| TexasRed fluor | -3% | 0% | -1% | -2% | -2% |
| ALDH1A1 inh | 5% | ? | 12% | -10% | 5% |
| GoLoco inh red | 0% | 46%[activator] | 7% | 3% | 0% |
| SMN2 splice enh | -19% | 5% | 4%[1.84 µM] | 14% | -2% |
| Lamin A splicing | -3% | -6% | -8% | 5% | · |
| RECQ1 inh | i | -3% | 4% | i | i |
| KDM4E inh | 4% | -1% | -2% | 3% | -8% |
| TRb-SRC2 inh | -6% | 5% | -1% | -12% | 2% |

Remaining list, next part
[16] O=C(CSCCO)Nc1ccccc1
[17] CCCCCNC(=O)c1ccc2c(=O)n(CC3CCCO3)c(=S)[nH]c2c1 (configuration not stated)
[18] O=C(CCc1ccccc1)N1N=C(c2ccncc2)CC1(O)C(F)(F)F (configuration not stated)
[19] O=C(COc1ccc(Cl)cc1)NCc1nnc(SCC(=O)NC2CCCC2)o1
[20] C#CCOCCOCCOCCNc1nc(N2CCN(C(=O)[C@H](CCC(=O)O)n3cc(C(N)CC(C)C)nn3)CC2)nc(N2CCN(C(=O)[C@H](Cc3cc4ccccc4[nH]3)n3cc(C(N)CC(C)C)nn3)CC2)n1 (some centres not stated)

| screen / no. | 16 | 17 | 18 | 19 | 20 |
| --- | --- | --- | --- | --- | --- |
| TexasRed fluor | -1% | -8% | -1% | -2% | -1% |
| ALDH1A1 inh | 6% | ? | -3% | -6% | -6% |
| GoLoco inh red | 0% | -13% | 0% | -3% | -3% |
| SMN2 splice enh | -2% | -26% | · | -13% | · |
| Lamin A splicing | -10% | · | 10%[46 µM] | 2% | · |
| RECQ1 inh | 17% | -3% | -8% | -2% | -11% |
| KDM4E inh | -4% | -9% | -4% | -7% | 0% |
| TRb-SRC2 inh | -8% | -6% | 3% | -11% | -2% |

Entries of single compounds from above. Screens in order: TexasRed fluor	ALDH1A1 inh	GoLoco inh red	SMN2 splice enh	Lamin A splicing	RECQ1 inh	KDM4E inh	TRb-SRC2 inh
`COc1ccc(C(N)=O)cc1NC(=O)CC(O)(C(F)(F)F)C(F)(F)F` reads 0%	-9%	12%	·	3%	-1%	3%	-4%
`O=C(COc1ccc(Cl)cc1)NCc1nnc(SCC(=O)NC2CCCC2)o1` reads -2%	-6%	-3%	-13%	2%	-2%	-7%	-11%
`O=C(CSCCO)Nc1ccccc1` reads -1%	6%	0%	-2%	-10%	17%	-4%	-8%

Going on with the list.
[21] Cc1cccc(C2NC(c3cccc(C)c3)C([N+](=O)[O-])C(C)(C)C2[N+](=O)[O-])c1 (configuration not stated)
[22] CC(C)CCNC(=O)CCS(=O)(=O)c1cccc2nonc12
[23] O=S(=O)(NCCSc1ccccc1)c1ccc(F)cc1
[24] CCOc1ccccc1Nc1nnc(SCC(=O)Nc2nc(-c3ccc(OC)cc3)cs2)s1

| screen / no. | 21 | 22 | 23 | 24 |
| --- | --- | --- | --- | --- |
| TexasRed fluor | 2% | 1% | 1% | 0% |
| ALDH1A1 inh | 15% | 10µM* | ? | 25µM* |
| GoLoco inh red | 2% | -1% | -3% | 11% |
| SMN2 splice enh | -18% | · | 5% | 11% |
| Lamin A splicing | ? | -1% | -2% | ? |
| RECQ1 inh | -8% | 16% | i | i |
| KDM4E inh | 10% | -1% | 4% | -16% |
| TRb-SRC2 inh | 3% | 4% | -12% | -12% |

Only part of the results is shown. The share of hits here may be higher or lower than overall.
